# N370S GC mod – inhibits or activates N370S mutant glucocerebrosidase; Potency, µM (top dose mostly 59.4 µM), inactives show at the highest dose activity change, negative = inhibition, usual class: inhibitors; actives 0.092% (n = 330,000); N370S GC spleen homogenate, 4MU-glucoside fluorescence; P04062;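 further: 0% = full enzyme activity and -100% = no enzyme basal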
# FEN1 inhibitor – inhibitors of human flap endonuclease 1. Potency, µM (titrated, usually from 114 µM), inactives show at the top dose activity change, negative = inhibition, actives largely listed as inhibitors. actives 0.35% (n = 390,000). P39748. Recombinant FEN1 flap cleavage, fluorescence, 15 min. AID 588795; further: nearly all actives have a fitted effect of over 65% in size
#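 Steps: FEN1 (10 nM) dispensed; compound added by pin tool; 15 min at room temperature; substrate added to 50 nM final; reads at 0 min and 15 min; data normalized and fitted (four-parameter Hill).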
# TDP1 inh – TDP1 (human) enzyme inhibition. Potency, µM (doses to about 130 µM), for the others: at the highest dose activity change, negative = inhibition, most hits filed as inhibitors. Q9NUW8. AID 485290. actives 0.28% (n = 350,000). recombinant TDP1, AlphaScreen DNA substrate cleavage; further: nearly all actives have a fitted effect of over 40% in size
# Target sequence (Q9NUW8 whole entry, looked up): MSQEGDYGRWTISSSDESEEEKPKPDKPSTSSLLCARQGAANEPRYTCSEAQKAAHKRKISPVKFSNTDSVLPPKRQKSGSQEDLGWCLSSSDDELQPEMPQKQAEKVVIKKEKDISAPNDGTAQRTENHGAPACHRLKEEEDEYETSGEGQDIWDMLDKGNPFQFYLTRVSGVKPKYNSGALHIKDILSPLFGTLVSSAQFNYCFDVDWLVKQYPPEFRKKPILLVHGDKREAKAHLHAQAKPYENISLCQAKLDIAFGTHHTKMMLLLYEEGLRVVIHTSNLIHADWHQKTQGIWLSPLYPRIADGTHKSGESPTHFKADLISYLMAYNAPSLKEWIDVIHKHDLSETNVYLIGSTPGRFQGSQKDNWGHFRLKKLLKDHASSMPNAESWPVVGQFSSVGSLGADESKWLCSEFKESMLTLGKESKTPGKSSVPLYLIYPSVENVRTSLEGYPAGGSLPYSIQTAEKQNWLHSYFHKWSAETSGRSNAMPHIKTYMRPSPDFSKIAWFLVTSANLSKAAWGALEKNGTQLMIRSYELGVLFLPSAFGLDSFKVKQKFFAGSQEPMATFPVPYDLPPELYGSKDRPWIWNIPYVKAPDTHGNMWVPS
#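 Recombinant E. coli-expressed Tdp1 (1 nM) preincubated with compound 15 min at RT, then 5'-biotin/3'-phosphotyrosine-FITC DNA substrate (15 nM) added for 5 min. AlphaScreen beads (10 ug/ml) added, 10 min RT; tyrosine-FITC cleavage read as signal loss.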
# * hit, by the source's call; ? = inconclusive; . = not tested or not shown; & = joins results of further samples; [ ] = remark or other dose. The call rests on the fitted dose curve; in most records, active means well fitted curve in the direction sought with a large enough effect; inconclusive means small, poorly fitted or top-dose-only effect, or another doubt; inactive means no such curve, though single readings can be large; an effect the other way counts as inactive or inconclusive. Unless noted, on the % scale 0 is the no-effect control and ±100 the full control effect; potency means the concentration at half of the fitted maximal effect.
SMILES,N370S GC mod,FEN1 inhibitor,TDP1 inh
CSc1ccc(C2C(C(=O)Nc3ccccc3)=C(C)Nc3nc4ccccc4n32)cc1 (stereo not given),.,5%,-1%
CN(c1ccc(C(=O)NCc2ccccn2)cc1)S(=O)(=O)c1ccc(Cl)cc1,-3%,-9%,6%
Cc1cc(C)cc(NC(=S)N=Nc2c(O)n(C)c3ccc(S(=O)(=O)N4CCOCC4)cc23)c1,-2%,-14%,6%
Cc1cc(C)n(-c2cccc(CN(C)Cc3nc(-c4cnccn4)no3)c2)n1,-1%,-5%,0%
CCCN1C(=O)/C(=C/c2cc(C)n(C)c2C)SC1=Nc1ccc(OC)cc1,1%,-3%,8%
CCn1c(SCc2nc3ccccc3c(=O)[nH]2)nnc1-c1cccnc1,1%,0%,2%
Cc1ccccc1C1C2=C(Nc3[nH]n(-c4ccccc4)c(=O)c31)c1ccccc1C2=O (stereo not given),-9%,.,8%
COC(=O)c1c(C)[nH]c(C(=O)C(C)OC(=O)C2=NNC(=O)CC2)c1C (stereo not given),-2%,4%,.
Cc1ccc(NC(=O)c2sc3nc(C)nc(N4CCN(c5ccccn5)CC4)c3c2C)c(C)c1,-27%,-1%,4%
CC(Oc1cccc(Cl)c1)C(=O)NNC(=O)c1cccnc1 (stereo not given),.,5%,0%
CCCc1cc(=O)[nH]c(SCC(=O)c2cc(C)n(C(C)COC)c2C)n1 (stereo not given),-5%[2.35 µM],-9%,6%
COc1ccc(N2C(=O)C(F)(F)C2c2ccc(C)cc2)cc1OC (stereo not given),13%,-13%,4%
CC1(C)CC2CC(C)(CN2C(=O)COC(=O)c2cc(Cl)cc(Cl)c2N)C1 (stereo not given),28%,-18%,0%
COc1ccc(CNC(=O)COC(=O)CN2C(=O)COc3ccccc32)cc1,-12%,3%,-1%
NC(Cc1ccc(Oc2ccc(O)cc2)cc1)C(=O)O (stereo not given),10%,.,5%
S=C1Cc2ccccc2C(c2ccc(Cl)cc2)N1 (stereo not given),5%,0%,.
N#C/C(=C\c1ccc(O)cc1)C(=O)N1CCCC1,-8%,2%,5%
CC(C)c1ccc(C(=O)NCCCN(C)C)cc1,3%,10%,4%
COCCn1c(SCCCc2ccccc2)nc2c1c(=O)[nH]c(=O)n2C,-12%,-3%,1%
CC12CC3CC(C)(C1)CC(C(=O)N1CCN(C(=O)c4ccco4)CC1)(C3)C2,-9%,-18%,5%
CCOc1ccccc1NC(=O)CSc1nnc(-c2ccccn2)n1Cc1ccco1,2%,1%,-1%
CC1=C(C(=O)OCc2ccccc2)C(c2ccc(-c3ccccc3)cc2)NC(=O)N1CCCCCC(=O)O (stereo not given),15%,-10%,1%
COc1ccc(CCn2c(=S)[nH]c(=O)c3nccnc32)cc1OC,.,-10%,0%
COc1ccc(-n2nc(C(=O)NCC(=O)NC(C)C)c3ccccc3c2=O)cc1OC,-1%,-9%,.
CC#CC[N+](C)(C)CCCCCCCCCC,16µM*,-4%,7%

# A portion from further up:
SMILES,N370S GC mod,FEN1 inhibitor,TDP1 inh
Cc1cc(C)n(-c2cccc(CN(C)Cc3nc(-c4cnccn4)no3)c2)n1,-1%,-5%,0%
CCCN1C(=O)/C(=C/c2cc(C)n(C)c2C)SC1=Nc1ccc(OC)cc1,1%,-3%,8%
CCn1c(SCc2nc3ccccc3c(=O)[nH]2)nnc1-c1cccnc1,1%,0%,2%
Cc1ccccc1C1C2=C(Nc3[nH]n(-c4ccccc4)c(=O)c31)c1ccccc1C2=O (stereo not given),-9%,.,8%
COC(=O)c1c(C)[nH]c(C(=O)C(C)OC(=O)C2=NNC(=O)CC2)c1C (stereo not given),-2%,4%,.
Cc1ccc(NC(=O)c2sc3nc(C)nc(N4CCN(c5ccccn5)CC4)c3c2C)c(C)c1,-27%,-1%,4%
CC(Oc1cccc(Cl)c1)C(=O)NNC(=O)c1cccnc1 (stereo not given),.,5%,0%
CCCc1cc(=O)[nH]c(SCC(=O)c2cc(C)n(C(C)COC)c2C)n1 (stereo not given),-5%[2.35 µM],-9%,6%
COc1ccc(N2C(=O)C(F)(F)C2c2ccc(C)cc2)cc1OC (stereo not given),13%,-13%,4%
CC1(C)CC2CC(C)(CN2C(=O)COC(=O)c2cc(Cl)cc(Cl)c2N)C1 (stereo not given),28%,-18%,0%
COc1ccc(CNC(=O)COC(=O)CN2C(=O)COc3ccccc32)cc1,-12%,3%,-1%
NC(Cc1ccc(Oc2ccc(O)cc2)cc1)C(=O)O (stereo not given),10%,.,5%
S=C1Cc2ccccc2C(c2ccc(Cl)cc2)N1 (stereo not given),5%,0%,.
N#C/C(=C\c1ccc(O)cc1)C(=O)N1CCCC1,-8%,2%,5%
CC(C)c1ccc(C(=O)NCCCN(C)C)cc1,3%,10%,4%
COCCn1c(SCCCc2ccccc2)nc2c1c(=O)[nH]c(=O)n2C,-12%,-3%,1%
CC12CC3CC(C)(C1)CC(C(=O)N1CCN(C(=O)c4ccco4)CC1)(C3)C2,-9%,-18%,5%
CCOc1ccccc1NC(=O)CSc1nnc(-c2ccccn2)n1Cc1ccco1,2%,1%,-1%
CC1=C(C(=O)OCc2ccccc2)C(c2ccc(-c3ccccc3)cc2)NC(=O)N1CCCCCC(=O)O (stereo not given),15%,-10%,1%
COc1ccc(CCn2c(=S)[nH]c(=O)c3nccnc32)cc1OC,.,-10%,0%

# (listing goes on)
SMILES,N370S GC mod,FEN1 inhibitor,TDP1 inh
Cc1ccc(C)c(N2CCN(C(=O)CCc3nc(-c4ccc(F)cc4)no3)CC2)c1,.,-21%,-3%[56.1 µM]
CCOC(=O)c1cccc(NC(=O)C2(S(=O)(=O)c3ccc(Cl)cc3)CC2)c1,-5%,-1%,3%
CC(C)N1CCC(=NNC(=O)c2cccs2)CC1,0%,-7%,3%
Cc1ccc(Nc2c3c(nc4nncn24)CCC3)c(C)c1,.,4%,7%
Cc1cc(C)cc(C(=O)NCC(=O)OCC(=O)c2c(N)n(C)c(=O)n(C)c2=O)c1,.,12%,0%
C(=C\c1cccc2ccccc12)/c1nnc(-c2cccs2)o1,10%,-6%,.
CCOc1ccc(Nc2c(S(=O)(=O)c3ccccc3)cnc3ccc(F)cc23)cc1,.,-2%,4%
O=C(c1ccco1)n1nc(-c2ccco2)nc1SCc1ccccc1,6%,-8%,4%
COc1ccc(/C=C2\SC(=O)N(CC(=O)Nc3ccc(O)cc3)C2=O)cc1OC,-4%,9%,.
Cc1ccn2c(NCc3ccco3)c(-c3ccccc3)nc2c1,.,14%,-3%
CC1=C(C(=O)Nc2ccccc2C)C2(CCCCC2)C(C(N)=O)C(=S)N1 (stereo not given),3%,-6%,0%
COc1cc([N+](=O)[O-])ccc1NC(=O)CC(C)C,5%,-7%,3%
CCN(CC(=O)Nc1ccc(NC(C)=O)cc1)C(=O)CSCc1c(C)noc1C,-3%,2%,.
COc1ccc(N=Cc2c(O)[nH]c3ccccc23)cc1OC,-2%,-6%,4%
O=C(Nc1cccc(C(=O)NC2CC2)c1)c1ccc(F)c(S(=O)(=O)N2CCOCC2)c1,-12%,1%,-1%
Cc1[nH]c2ccccc2c1/C=N/Nc1ccc([N+](=O)[O-])cc1S(=O)(=O)Nc1ccc(Cl)cc1,5%,-2%,2%
O=C(O)c1cc(O)ccc1NC(=O)C1CCCO1 (stereo not given),-10%,16%,.
COc1ccc(-c2nc3c(c(SCC(=O)Nc4ccccc4F)n2)Cc2cc(C)ccc2O3)cc1,.,22%,6%
Cc1cnc(NC(=O)CSc2nnc(COc3ccccc3)o2)s1,1%,1%,.
COC(=O)c1ccc[n+](CC(=O)Nc2ccc(OC(F)F)cc2)c1,-2%,-8%,5%
CC(=O)c1ccc(S(=O)(=O)N(C)CCCC(=O)N(C)Cc2c(F)cccc2Cl)cc1,-14%,-7%,3%
S=C(NCCCN1CCOCC1)Nc1ccc(-c2nc3ccccc3[nH]2)cc1,-2%,6%,5%
CC1(C)CC2CC(C)(CN2C(=S)Nc2ccccc2F)C1 (stereo not given),-5%,1%,5%
CCCCNC(=O)CN1C(=O)NC(Cc2ccccc2)(Cc2ccccc2)C1=O,-2%,-2%,0%
COc1ccc(Cc2nc3ccc(C(=O)N4CCN(C)C(C)C4)cc3o2)cc1OC (stereo not given),0%,-3%,2%
SMILES,N370S GC mod,FEN1 inhibitor,TDP1 inh
CCCOc1ccc(-c2cccc(NS(=O)(=O)c3ccc(CC)cc3)c2)nn1,.,-13%,3%
Cc1ccc(N2C(=O)c3sc4nnc(C)c(=O)n4c3C2=O)cc1,-4%,8%,2%
C=CCn1c(C)cc(C(=O)COC(=O)/C=C/c2c(C)nn(C3CCS(=O)(=O)C3)c2Cl)c1C (stereo not given),1%,8%,-7%
Cc1cccc(OP(=O)(Nc2c(C)n(C)n(-c3ccccc3)c2=O)Oc2cccc(C)c2)c1,5%,5%,4%
O=C(NCCOc1nc(N2CCOCC2)nc(N2CCOCC2)n1)Nc1ccccc1,4%,1%,4%
COc1ccccc1N(C(=O)c1ccncc1)c1nc(-c2ccc([N+](=O)[O-])cc2)cs1,-1%,9%,8%
Cc1nc(NC(=O)c2csc3ccccc23)sc1C,-6%,-5%,6%
COC(=O)C1=C(C)Nc2[nH]c(=S)[nH]c(=O)c2C1c1ccc(O)cc1 (stereo not given),1%,15%,-4%
COC(=O)c1c(NC(=O)C2COc3ccccc3O2)sc2c1CCN(Cc1ccccc1)C2 (stereo not given),1%,6%,2%
O=C(NCCCn1ccnc1)c1cc(-c2ccncc2)nc2ccccc12,23%,-9%,3%
C[C@H](C(=O)OCO/N=[N+](\[O-])N1CCCC1)c1cccc2ccccc12,-3%,?,3%
O=C(Nc1cccc(-n2cccn2)c1)C1CCCN(Cc2cc3ccccc3[nH]2)C1 (stereo not given),-8%,-21%,.
Cc1cc2ccccn2c1C(=O)c1nc(NCc2ccccc2)ncc1Cl,25%,3%&-20%,8%
N#CC1=C(N)C(C#N)(C#N)C(c2cccnc2)C2CC(c3ccccc3)CC=C12 (stereo not given),-16%,12%,2%
CN(C)CCNC(=S)Nc1ccc(F)c(F)c1F,-2%,3%,8%
Cc1ccc(Oc2cc(N3CCOCC3)nc(-c3ccccc3)n2)cc1,4%,-5%,-2%
COc1ccc(CNc2cccc(C)n2)c(O)c1,-9%,3%,.
COCCn1c(SCc2ccc(C(=O)OC)o2)nnc1-c1c[nH]c2ccccc12,-1%,21%,8%
Cc1coc2c1c(C)cc1oc(=O)c(CC(=O)NCCCN3CCCC3=O)c(C)c12,?,?,.
CCc1ccc(NC(=O)Cn2nnc(C(=O)NCc3ccc(C)cc3)c2N)cc1,.,-2%,-1%
CC1CCCCC1NC(=O)c1cn(C)c2ccc(S(=O)(=O)N3CCOCC3)cc2c1=O (stereo not given),2%,-5%,4%
COc1ccc(S(=O)(=O)Oc2ccc3c(c2)O/C(=C\c2cccnc2)C3=O)cc1,0%,-15%,8%
O=C(CSc1nnc(-c2cccnc2)o1)OC1CCCCC1,-11%,-1%,1%
CCc1nn(CC(=O)NCCCN2CCN(C)CC2)c(=O)c2cc3sc(C)cc3n12,1%,-17%,-1%
O=c1oc2c(CN3CCOCC3)c(O)ccc2cc1-c1ccccc1,.,-9%,1%

# Screening results (PubChem BioAssay)
